From PubChem
GASC-1 inh – human JMJD2C demethylase inhibition; Q9H3R0; GST-JMJD2C(1-420) H3K9me3 demethylation, DELFIA europium; inhibition, % at 2.35 µM; 330,000 tested, 0.069% active;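 active means more than half of a compound's replicate wells show inhibition beyond 50%, single wells judged on their own value; inconclusive means some, but no more than half, of replicates pass 50% inhibition; inactive means no replicate passes 50% inhibition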;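 further: signal counts dimethyl H3K9 product captured on neutravidin plate; 0% = median of DMSO wells and 100% = 0.3 times that DMSO median; strong numbers were not always called active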
Target sequence (Q9H3R0 1-420 limits assumed): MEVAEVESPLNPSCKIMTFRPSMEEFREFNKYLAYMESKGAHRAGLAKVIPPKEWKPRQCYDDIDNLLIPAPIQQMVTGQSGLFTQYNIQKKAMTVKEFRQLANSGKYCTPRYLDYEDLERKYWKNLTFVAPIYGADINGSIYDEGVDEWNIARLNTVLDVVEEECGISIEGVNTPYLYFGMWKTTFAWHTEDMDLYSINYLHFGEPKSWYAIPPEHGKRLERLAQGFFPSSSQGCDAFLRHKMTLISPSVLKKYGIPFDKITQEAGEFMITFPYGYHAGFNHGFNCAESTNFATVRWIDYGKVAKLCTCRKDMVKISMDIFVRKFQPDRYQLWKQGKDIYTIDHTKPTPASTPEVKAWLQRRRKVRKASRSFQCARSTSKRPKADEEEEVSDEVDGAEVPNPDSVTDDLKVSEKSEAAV
LAP4 TOR yeast – modulators of TOR pathway LAP4-GFP in S. cerevisiae. GFP response vs DMSO, % at 10 µM. 320,000 tested, 0.34% active. S. cerevisiae LAP4-GFP multiplex, flow cytometry GFP, 3 h; median GFP as percent of DMSO wells;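 active means GFP response vs DMSO above a set limit, about the screen mean plus 3 SD, cut at about 150% in these data; inconclusive means under 70 cell events counted for the yeast strain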
AHR activator – activates the human aryl hydrocarbon receptor. AHR-responsive luciferase reporter cells, luminescence. activation, % at 5 µM. 320,000 tested, 2.5% active. AID 2796; in the data active means activation above about 47%;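 further: 0% = vehicle wells and 100% = reference agonist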
procasp7 counter – counter-screen for procaspase-3 activators: activators of human procaspase-7; recombinant procaspase-7, Ac-DEVD-pNA absorbance 405 nm; D23A/D198A/D206A triple mutant, cannot self-cleave; scale: DMSO 0, 5 µM enzyme 100; activation, % at 8.5 µM; 330,000 tested, 0.093% active;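 active means percent activation above the screen-wide mean plus 3 SD, cut at about 25% in these data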
Target sequence (P55210 whole entry D23A/D198A/D206A): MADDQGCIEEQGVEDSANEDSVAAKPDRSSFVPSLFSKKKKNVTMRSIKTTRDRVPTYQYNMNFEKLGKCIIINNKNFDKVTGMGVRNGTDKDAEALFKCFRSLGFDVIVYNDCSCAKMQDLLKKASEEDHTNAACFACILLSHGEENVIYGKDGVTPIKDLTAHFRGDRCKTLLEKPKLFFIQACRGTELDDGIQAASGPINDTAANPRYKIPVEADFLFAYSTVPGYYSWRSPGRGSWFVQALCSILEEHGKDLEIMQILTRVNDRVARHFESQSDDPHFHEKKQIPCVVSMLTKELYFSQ
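Replicates: singlicate. Assay system: Procaspase-7 triple mutant (PC-7 D3A). Signal: 405 nm absorbance of p-nitroaniline. Times: 1 h preincubation, 2 h reaction. Buffer or medium: Zinc-free HEPES pH 7.4 with 300 mM NaCl, 0.01% Triton X-100. Also added: DEVD-pNA substrate. Benchmarks: DMSO wells as 0%, DMSO with 5 µM added PC-7 as 100%.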
MEP2 TOR yeast – modulators of TOR pathway MEP2-GFP in S. cerevisiae. S. cerevisiae MEP2-GFP strain, flow cytometry GFP, 3 h; 100% = DMSO control level. GFP response vs DMSO, % at 10 µM. 330,000 tested, 0.51% active. AID 2016;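 active means GFP response versus DMSO above a set limit, roughly screen mean plus 3 SD, cut at about 180% in these data; inconclusive means fewer than 70 cells counted for a yeast strain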;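 further: median GFP fluorescence of the barcode-gated MEP2-GFP cells per well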
Yeast superoxide – caloric restriction mimetics inhibiting age-related superoxide in yeast. S. cerevisiae aged cells, superoxide DHE fluorescence; stronger effect = lower value. superoxide response (% of plate mean), % at 10 µM. 330,000 tested, 0.18% active. AID 2690;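 active means superoxide response under a set limit, about three screen SD below normal, cut at about 65% in these data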;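 further: yeast aged for seven days with compound at 30 °C before DHE staining; 100% = average MFI of all compound-treated wells on the plate with controls excluded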
RPL19A TOR yeast – yeast TOR pathway RPL19A-GFP modulation; percent response vs DMSO, % at 10 µM; S. cerevisiae RPL19A-GFP strain, flow cytometry, 3 h; stronger effect = lower value; 330,000 tested, 0.3% active; AID 2025;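 active means percent response vs DMSO below 50%; inconclusive means fewer than 70 events counted for the yeast strain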;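 further: median channel GFP fluorescence of the barcoded RPL19A-GFP strain; ratio of sample median GFP to plate DMSO average so 100% = DMSO; lower means less RPL19A-GFP as with rapamycin TOR inhibition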
procasp3 activ – activators of human procaspase-3. P42574. recombinant procaspase-3 D3A, Ac-DEVD-pNA absorbance 405 nm. activation, % at 8.5 µM. 330,000 tested, 0.11% active;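 active means activation above the mean of all tested compounds plus 3 SD, cut at about 21% in these data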;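 further: 0% = DMSO alone and 100% = DMSO wells spiked with extra 5 µM PC-3 D3A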
Target sequence (P42574 whole entry D9A/D28A/D175A): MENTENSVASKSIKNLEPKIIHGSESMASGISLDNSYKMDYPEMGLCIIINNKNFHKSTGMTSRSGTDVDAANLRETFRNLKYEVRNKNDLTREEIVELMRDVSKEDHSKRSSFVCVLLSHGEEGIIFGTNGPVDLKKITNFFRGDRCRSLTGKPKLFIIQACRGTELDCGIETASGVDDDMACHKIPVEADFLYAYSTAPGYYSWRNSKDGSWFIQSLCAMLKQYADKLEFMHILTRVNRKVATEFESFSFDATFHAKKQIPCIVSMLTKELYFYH
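System: Procaspase-3 D3A mutant. Medium: Zinc-free 300 mM NaCl, 50 mM HEPES, 0.01% Triton X-100. Schedule: 1 h preincubation plus 2 h reaction at 25 °C. Measured by: 405 nm absorbance of p-nitroaniline, reads at 0 and 120 min. Read-out: percent activation relative to control range.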
* hit, by the source's call; i = inactive; ? = inconclusive; . = no result given.

SMILES	GASC-1 inh	LAP4 TOR yeast	AHR activator	procasp7 counter	MEP2 TOR yeast	Yeast superoxide	RPL19A TOR yeast	procasp3 activ
O=C(CN1CCCCC1)Nc1nnc(-c2ccccc2)s1	0	96	109*	-5	97	92	101	4
COc1ccccc1NC(=S)NC(=O)/C=C/c1ccco1	-4	98	23	-4	106	77	95	-11
Cc1ccc(NC(=O)CSc2nnc(CN3CCOCC3)n2C)cc1C	-7	91	-3	7	108	103	101	-12
O=C(COc1ccccc1)Nc1nnc(C23CC4CC(CC(C4)C2)C3)s1	-5	110	-1	1	102	102	101	8
COc1cc(C(=O)Nc2cc(-c3nc4cc(C)ccc4o3)ccc2C)cc(OC)c1OC	3	103	-1	-1	103	104	98	4
Nc1ccccc1-c1nc2ccccc2s1	5	94	57*	-3	94	85	90	-7
Cc1ccc(-c2csc3nc(C(C)C)oc(=O)c23)c(C)c1	63	106	-1	-13	108	104	104	2
COC12NC(=O)N(C)C1(OC)C(=O)N(C)C(=O)N2C (stereo unspecified)	-3	96	0	4	98	98	103	2
Cc1ccc(SCCN2C(=O)NC(C)(C)C2=O)cc1	11	106	1	6	107	109	105	7
Nc1ccc(Cl)c(NC(=O)c2cccs2)c1	-22	94	33	-1	97	81	98	-1
CCN(CC(=O)NC1CC1)S(=O)(=O)c1ccc(OC)cc1	4	96	-7	-2	101	110	101	8
COc1ccccc1C1=NN(C(=S)Nc2ccccc2)C(c2ccco2)C1 (stereo unspecified)	2	94	7	-15	94	97	98	-1
O=C(Nc1ccc2c(c1)OCO2)c1ccccc1SCC(=O)N1CCCC1	-4	103	9	-3	104	94	103	0
O=C(c1cc(-c2cccs2)nn1-c1ccccc1)N1CCN(S(=O)(=O)c2ccccc2)CC1	0	98	1	4	82	106	96	3
Nc1cc(S(=O)(=O)Nc2ccccc2Cl)ccc1N1CCCC1	13	117	2	1	97	85	95	6

Two compounds from above, limited to MEP2 TOR yeast and Yeast superoxide:
| SMILES | MEP2 TOR yeast | Yeast superoxide |
| --- | --- | --- |
| COC12NC(=O)N(C)C1(OC)C(=O)N(C)C(=O)N2C (stereo unspecified) | 98 | 98 |
| Cc1ccc(SCCN2C(=O)NC(C)(C)C2=O)cc1 | 107 | 109 |

(more compounds)
SMILES	GASC-1 inh	LAP4 TOR yeast	AHR activator	procasp7 counter	MEP2 TOR yeast	Yeast superoxide	RPL19A TOR yeast	procasp3 activ
CC(C)CC(N)C(=O)OCc1ccc([N+](=O)[O-])cc1 (stereo unspecified)	22	106	-1	7	97	86	95	0
O=C(O)COc1ccccc1/C=N/NC(=O)CNC(=O)c1ccc(F)cc1	0	102	3	9	104	103	100	4
O=C(Nc1ccc(S(=O)(=O)NC2=NCCCCC2)cc1)c1ccc2ccccc2n1	-1	104	7	2	102	115	103	2
COc1nc(NCCc2ccc(OC)c(OC)c2)nc(Nc2ccccc2)n1	-2	101	48*	-2	105	104	108	-13
Cc1cccc(C2C3=C(CCCC3=O)N=C3c4ccccc4C(=O)C32)c1 (stereo unspecified)	3	100	1	-10	101	94	99	-13
O=C(COC(=O)/C=C/c1cccs1)Nc1ccccc1Cl	-4	105	1	0	104	103	98	-2
O=C(NC12CC3CC(CC(C3)C1)C2)OCCNC1CCCCC1	0	110	-2	4	87	93	91	0
COC(=O)c1c(NC(=O)CCCC(=O)O)sc2c1CCC2	0	102	1	-8	98	104	97	6
Cc1cc(NC(=O)CCC(=O)N(Cc2cccs2)C(C)(C)C(=O)NC2CCCCC2)no1	0	100	-2	0	107	100	105	-6
CC(CNC(=O)c1cc(COc2ccc3ncccc3c2)on1)c1ccccc1 (stereo unspecified)	8	101	14	-2	103	95	100	0
CCOc1ccc(N2C(=O)C(Cl)=C(N3CCOCC3)C2=O)cc1	-2	89	-1	-16	113	112	98	-21
NC(=O)c1ccc(NS(=O)(=O)c2ccc(Br)s2)cc1	-8	101	-2	4	97	78	98	13
NC(=O)C1(N2CCCCC2)CCN(C(=O)CSc2nc3ccccc3[nH]2)CC1	-28	87	1	12	88	102	91	-3
Cc1cc(=O)n2nc(N3CCC(C(=O)NCc4ccccc4F)CC3)sc2n1	4	104	2	4	97	85	100	0
Cc1cc(NC(=O)CCSc2nc(-c3ccco3)cc(C(F)(F)F)n2)n(-c2ccccc2)n1	-2	99	1	-4	102	105	101	0
Cc1ccc(NC(=O)NC(=O)COc2ccccc2C(N)=O)c(C)c1	-1	107	2	8	101	94	98	-4
COc1ccc(Cl)cc1NC(=O)c1noc(C)c1[N+](=O)[O-]	-4	107	55*	2	103	97	94	6
CC1(C)Oc2ccc3ccc(=O)oc3c2-c2cnoc21	-3	104	-1	-9	111	99	98	-2
COc1ccc(Nc2ncnc3sc(C)cc23)c(OC)c1	-5	97	36	-3	107	107	105	5
CCOc1ccccc1C(=O)OCC(=O)Nc1ccc(OC(F)F)cc1	-5	94	0	-2	90	99	96	0
Oc1ccc(C(c2nnnn2C2CCCCC2)N2CCOCC2)cc1 (stereo unspecified)	0	91	0	-22	99	111	100	2
COc1cc(/C=N/N=C(\N)c2nonc2N)cc(OC)c1O	1	101	-6	2	101	98	100	-1
CSc1ncccc1C(=O)Nc1cccc(S(=O)(=O)N2CCCC2)c1	1	106	5	11	105	95	103	6
O=C(Nc1sc2c(c1C(=O)c1ccccc1)CCCC2)c1cccnc1	5	100	10	10	109	106	105	1
CC(CCc1ccccc1)NC(=O)c1ccc(Cl)nc1 (stereo unspecified)	-14	103	0	10	109	85	91	5
CC1c2ccsc2CCN1S(=O)(=O)c1cccs1 (stereo unspecified)	0	119	0	5	96	96	100	13
Cc1cccc2sc(N(CCCN(C)C)C(=O)c3cc4ccccc4oc3=O)nc12	2	95	-1	0	101	108	100	3
Cc1cccc(NC(=O)c2ccc(OCC3CCCO3)cc2)c1C (stereo unspecified)	7	89	2	5	101	106	106	-4
COc1ccc2nc(N=Nc3ccc(O)c4ccccc34)sc2c1	1	105	73*	-13	114	121	112	2
CCOc1ccc(NC(=O)c2sc3nc4n(c(=O)c3c2C)CCC4)cc1	3	112	-2	-2	110	118	103	7

The closing four compounds of the part above open the next one:
SMILES	GASC-1 inh	LAP4 TOR yeast	AHR activator	procasp7 counter	MEP2 TOR yeast	Yeast superoxide	RPL19A TOR yeast	procasp3 activ
Cc1cccc2sc(N(CCCN(C)C)C(=O)c3cc4ccccc4oc3=O)nc12	2	95	-1	0	101	108	100	3
Cc1cccc(NC(=O)c2ccc(OCC3CCCO3)cc2)c1C (stereo unspecified)	7	89	2	5	101	106	106	-4
COc1ccc2nc(N=Nc3ccc(O)c4ccccc34)sc2c1	1	105	73*	-13	114	121	112	2
CCOc1ccc(NC(=O)c2sc3nc4n(c(=O)c3c2C)CCC4)cc1	3	112	-2	-2	110	118	103	7
Cc1cccnc1NC(=O)c1ccc(COc2ccccc2)o1	16	83	-1	2	89	125	108	1
CCOc1ccc(N/C(=N/c2nc(C)cc(C)n2)NC(=O)CC)cc1	6	119	8	5	105	96	101	5
CC1C=CCC2C(=O)N(c3cc(Cl)ccc3O)C(=O)C12 (stereo unspecified)	2	105	1	9	90	92	95	4
COc1cc(/C=C2/C(=N)N3C(c4ccccc4)=CSC3=NC2=O)ccc1OCC(=O)O	-8	92	16	-19	93	105	97	-8
CCN(CC)S(=O)(=O)c1cc(NC(=O)C2Cc3ccccc3C(=O)O2)ccc1C (stereo unspecified)	-9	107	-2	4	110	83	109	5
COC(=O)[C@@]12CCCCN1[C@H](c1ccc(-c3cccc(Cl)c3)c(OC)c1)[C@H]1C(=O)N(C)C(=O)[C@H]12	7	99	-1	-2	104	94	100	9
O=C(COc1ccccc1)N1CCCCCCC1	26	96	1	-1	106	88	102	2
CC(C)(C)OC(=O)NCCCCCc1nnc(SCc2ccc(F)cc2)o1	22	115	1	-6	93	98	96	0
O=C(/C=C\NCC(=O)c1ccccc1)c1ccccc1	3	90	2	2	101	111	99	-4
C=CCn1c(SCC(=O)Nc2cc(NC(C)=O)ccc2OC)nnc1-c1ccccn1	7	101	-1	-13	99	112	98	-3
Cc1ccc(C)c(-c2cc(C(=O)NCc3cccs3)c3ccccc3n2)c1	-25	107	8	10	104	107	96	2
CCC(Oc1ccccc1)C(=O)NC1CCCCCC1 (stereo unspecified)	0	101	-1	7	96	109	100	4
O=C1CNC(=S)N1c1nc2ccccc2s1	12	111	24	-4	78	88	101	-11
C=C(C)c1cccc(C(C)(C)NC(=O)N(Cc2ccccc2)Cc2ccco2)c1	6	95	2	6	96	90	101	5
Cc1ccc(NC(=O)CN(C)C(=O)c2ccc(NS(=O)(=O)c3ccc4[nH]c(=O)[nH]c4c3)cc2)cc1	-5	97	0	-3	101	101	104	4
Cc1cccc(N(C(=O)CCC(=O)Nc2cccnc2)C(C(=O)NC2CCCC2)c2ccncc2)c1 (stereo unspecified)	3	114	9	-6	103	103	104	8
CSc1cccc(CN2CCN(CCC(C)C)C(CCO)C2)c1 (stereo unspecified)	3	96	1	9	94	85	94	13
CCc1ccc(NC(=O)NCc2ccccn2)cc1	2	103	6	-1	97	96	103	-2
N#C/C(=C/c1ccncc1)c1nc2ccccc2c(=O)[nH]1	0	97	4	-7	94	100	95	-3
Cc1ccc(C)c(NC(=S)N(Cc2cccc(Br)c2)CC2CCC(C(=O)O)CC2)c1 (stereo unspecified)	5	90	0	-5	89	103	90	8
COc1cc2nc(CN(C)Cc3nc4ccccc4c(=O)[nH]3)[nH]c(=O)c2cc1OC	4	106	9	-4	107	105	104	1
Cc1cc(NC(=O)CSc2nc(-c3cccs3)nc3ccccc23)no1	.	97	1	0	96	100	97	8
O=C(CCc1nc2ccccc2c(=O)[nH]1)Nc1cc(C(F)(F)F)ccc1N1CCOCC1	-4	95	5	-4	91	78	87	1
CC(=O)N1CCC(N(C(=O)Nc2c(F)cccc2F)C(C)C)CC1	3	99	1	6	109	95	99	-1
N=C1SCC(=O)N1c1ccc(Cl)cc1	-14	67	3	10	77	110	78	-4
CC(c1ccco1)N(C(=O)COc1ccc(Cl)cc1Cl)c1ccccn1 (stereo unspecified)	i	?	2	2	?	106	?	0
COC(=O)CNC(=O)C(Cc1c[nH]c2ccccc12)NC(=O)Oc1ccccc1 (stereo unspecified)	-4	101	6	9	101	98	100	6
CC(C)(C)c1nc(N)nc(=O)[nH]1	1	101	-1	1	94	101	89	3
CCCCCN(C(=O)CCC(=O)OCc1cccc(Br)c1)c1c(N)n(CCCC)c(=O)[nH]c1=O	1	115	3	5	101	94	97	-1
O=C(Nc1ccc2c(c1)OCCO2)c1cc2sccc2n1Cc1ccc(F)cc1	-9	107	64*	-7	106	116	102	-7
CC(C)/C=N/Nc1nc2c(c(=O)n(C)c(=O)n2C)n1C	-7	100	7	0	94	90	96	-1
Cc1cc2cc(CCNC(=O)CCCc3ccccc3)c(=O)[nH]c2cc1C	-6	107	6	4	93	106	100	2
CCN1CCN(c2ccc(N3CCN(S(=O)(=O)c4cc([N+](=O)[O-])ccc4C)CC3)nn2)CC1	-1	108	-2	1	105	96	100	1

An unsorted share of the library. Share with any hit: about 3.8%.
